Bioassay records (PubChem)
Glyco luc inh: increase of ERlucT glycosylation luciferase signal, primary screen, N-linked glycosylation inhibitor project, D54 ERlucT cells, luminescence, set 2. 360,000 compounds, 0.23% hits. D54 ERlucT glycosylation luciferase reporter, 24 h; percent of 100 nM tunicamycin response. reporter increase, % at 12.5 µM;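 active means mean luciferase reporter signal, scaled so untreated is 0 and the glycosylation-blocking control 100, at or above a set limit in every replicate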;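 further: luciferase carries N-glycosylation sites so blocking glycosylation raises the light; 0% = median of neutral control wells and 100% = median of 100 nM tunicamycin wells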
HTR2A ag: mouse Htr2a agonists via beta-arrestin recruitment, primary screen, cell-based, luminescence; 5-hydroxytryptamine receptor 2A (Mus musculus), P35363; CHO-K1 mHTR2A beta-arrestin complementation; percent of 30 µM serotonin response; activation, % at 7.6 µM; 360,000 compounds, 0.66% hits; AID 624169, 2012;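 active means activation above a run cutoff, the mean activation of all tested compounds plus 3 SD, cut at about 14% in these data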;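 further: 0% = plate median of compound wells and 100% = 30 µM serotonin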
MC4R antagonist: MC4R antagonists of cAMP signaling, primary screen, cell-based, TR-FRET, antagonist arm of biased-ligand search; MC4R-expressing cells, MTII-stimulated cAMP, LANCE TR-FRET; inhibition, % at 6.5 µM; 360,000 compounds, 0.48% hits; AID 540295, 2011;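 active means inhibition above its plate's cutoff, the mean of tested wells on that plate plus 3 SD, cut at about 29% in these data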;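 further: 0% = Melanotan II alone and 100% = Melanotan II plus saturating MCL0020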
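System: U2OS-MC4R stable cell line; Technique: Eu-cAMP/anti-cAMP TR-FRET, emission 671 nm; Repeats: single well per compound; Also added: Melanotan II; Dosing: one concentration, 6.5 µM nominal; Schedule: 30-min compound, 1-h challenge, 1-h detection, room temperature.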
Cardio protect: cardioprotection against H2O2-induced cell death, primary screen, uHTS, H9c2 cells, ATPLite luminescence; H9c2 cardiomyocytes, H2O2 injury protection, 2 h; protection from H2O2 cell death, % at 20 µM; 360,000 compounds, 0.63% hits; AID 588492, 2011;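 active means compounds giving at least 50% protection of heart cells from peroxide-induced death in the single-dose screen, raw or plate-pattern-corrected value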;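 further: 0% = DMSO wells with peroxide and 100% = DMSO wells without peroxide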
ABCB6 inh MLPCN: ABCB6 transporter inhibitors, primary screen, K562-ABCB6 cells, flow cytometry, MLPCN library. fluorescence ratio to DMSO, % at 10 µM. 360,000 compounds, 0.19% hits. ATP-binding cassette sub-family B member 6 (Homo sapiens), Q9NP58. K562-ABCB6 porphyrin accumulation, 1 h; hits give low values;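 active means fluorescence ratio to DMSO below 75%, the collection mean minus 3 SD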;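 further: signal is porphyrin accumulated inside mitochondria; 100% equals median channel fluorescence of DMSO control wells; lower ratio means ABCB6 inhibition with less porphyrin fluorescence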
PDI inh: inhibitors of human PDI, primary screen, biochemical, turbidity, single point, plate reader; 350,000 compounds, 0.052% hits; inhibition, % at 10 µM; Protein disulfide-isomerase (Homo sapiens), P07237; PDI insulin aggregation turbidity, A650, 90 min;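 active means mean inhibition across replicates of 30% or more, whatever share of single replicates reach that level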;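 further: absorbance from insulin aggregation driven by PDI reduction with DTT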
Exocytosis inh: LAMP-1 surface exposure blockers, TALL-104 cells – cell-based, flow cytometry, MLPCN library, primary screen; AID 651702, 2012; TALL-104 LAMP-1 surface exposure; cells stimulated with thapsigargin and PMA; 360,000 compounds, 0.66% hits; inhibition, % at 10 µM;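 active means inhibition above about 55%, limit read from the data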
MC4R ag barr: MC4R agonists recruiting beta-arrestin, primary screen, cell-based, luminescence, agonist arm of biased-ligand search | Melanocortin receptor 4 (Homo sapiens), P32245 | U2OS MC4R beta-arrestin complementation; percent of melanotan II response, DMSO zero | activation, % at 8.9 µM | 360,000 compounds, 0.98% hits | AID 540308, 2011;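 active means activation above a per-plate cutoff, the mean activation of sample wells on that plate plus 3 SD, cut at about 8% in these data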
CaV13 ICDI inh: Disruptors of the CACNA1D IQ motif to Ca2+-dependent inactivation inhibitor domain association, primary screening, Förster resonance energy transfer in intact living …; HEK cells, CFP/YFP FRET ICDI-IQ, plate reader, 10 min; percent FRET-ratio fall versus neutral wells; inhibition, % at 12.3 µM; 340,000 compounds, 0.098% hits;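 active means mean replicate inhibition of at least 30% and at least 1% of replicates passing that level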;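 further: 0% = median of the neutral control wells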
ABHD5-PLIN5 inh: ABHD5-PLIN5 interaction inhibitors, primary screen, cell lysate, split luciferase complementation, luminescence | Perilipin-5 (Homo sapiens) + 1-acylglycerol-3-phosphate O-acyltransferase ABHD5 (Homo … | Split G. princeps luciferase complementation, 4 h | inhibition, % at 4 µM | 360,000 compounds, 0.78% hits;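 active means inhibition above the mean inhibition across every tested compound plus 3 SD, cut at about 22% in these data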;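 further: 0% = DMSO only wells and the 100% control is not disclosed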
Target sequence (Q00G26 whole entry, looked up): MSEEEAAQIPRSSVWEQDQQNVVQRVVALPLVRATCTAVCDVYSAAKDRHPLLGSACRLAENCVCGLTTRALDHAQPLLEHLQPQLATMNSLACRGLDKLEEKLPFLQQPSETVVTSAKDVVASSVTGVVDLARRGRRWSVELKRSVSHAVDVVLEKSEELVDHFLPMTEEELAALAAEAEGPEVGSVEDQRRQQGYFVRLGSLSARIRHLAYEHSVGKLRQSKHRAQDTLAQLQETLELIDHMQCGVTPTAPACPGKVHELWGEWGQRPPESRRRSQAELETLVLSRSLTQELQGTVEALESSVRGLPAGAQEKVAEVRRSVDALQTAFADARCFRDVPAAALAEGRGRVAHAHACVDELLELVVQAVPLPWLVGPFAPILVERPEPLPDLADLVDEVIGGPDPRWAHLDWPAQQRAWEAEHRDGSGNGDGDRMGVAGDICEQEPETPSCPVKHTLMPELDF
Target sequence (Q8WTS1 whole entry, looked up): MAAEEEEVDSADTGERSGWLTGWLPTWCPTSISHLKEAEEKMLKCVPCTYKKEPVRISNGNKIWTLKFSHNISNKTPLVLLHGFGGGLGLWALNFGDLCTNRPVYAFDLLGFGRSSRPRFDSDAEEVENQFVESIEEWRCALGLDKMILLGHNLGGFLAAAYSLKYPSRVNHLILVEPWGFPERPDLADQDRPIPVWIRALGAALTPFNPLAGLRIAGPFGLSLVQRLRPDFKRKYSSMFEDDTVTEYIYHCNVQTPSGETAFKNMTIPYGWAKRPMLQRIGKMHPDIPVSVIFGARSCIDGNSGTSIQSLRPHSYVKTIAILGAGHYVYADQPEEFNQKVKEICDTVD
An asterisk follows results filed as active; / = no result given.

SMILES	Glyco luc inh	HTR2A ag	MC4R antagonist	Cardio protect	ABCB6 inh MLPCN	PDI inh	Exocytosis inh	MC4R ag barr	CaV13 ICDI inh	ABHD5-PLIN5 inh
CCN(CC(=O)Nc1ccc(NC(C)=O)cc1)CC(=O)Nc1ccccc1C(=O)c1ccccc1	0	0	9	14	99	6	0	-2.0	-3	6
COc1cc(-c2noc(C)c2C#CC2(O)CCCCC2)cc(OC)c1OC	10	2	7	24	88	4	19	2.1	-10	-1
O=C(NN1C(=O)/C(=C/C=C/c2ccccc2)SC1=S)c1ccncc1	2	-1	17	-1	105	6	0	-3.6	-4	-2
COc1ccc(-c2c(C)nc3c(-c4ccccn4)cnn3c2N)cc1	-17	-1	-6	-14	100	7	-16	-3.0	-5	-6
COc1ccc(Cc2nnc(SCC(=O)NCc3ccco3)o2)cc1	3	2	-8	0	98	-8	0	-2.2	-3	5
Cc1cc(-c2n[nH]c(=S)n2/N=C/c2ccc(Br)s2)n[nH]1	0	2	10	0	101	7	-8	-2.0	-5	-2
N#C/C(=N\Nc1ccccc1)C(=N)N1CCCCC1	-4	-5	-3	-9	96	2	2	0.3	0	4
COc1ccc(C2=NN(C(=O)c3ccccc3)C(c3ccc(OC)c(OC)c3)C2)cc1OC (centres undefined)	0	2	1	1	98	-11	0	-2.5	-20	0
Cc1cc(/C=C2\SC(=S)NC2=O)cc(C)c1O	4	-5	1	-9	109	-2	0	-1.6	-4	3
O=C(c1ccco1)N1CCN(C(=O)C(Sc2ccccc2)c2ccccc2)CC1 (centres undefined)	-2	2	0	-1	95	0	-1	-0.1	/	1
O=C(O)c1cc(NS(=O)(=O)c2cccs2)cc(NS(=O)(=O)c2cccs2)c1	0	-6	6	3	95	1	-6	0.5	-5	7
CC(C)Cn1c(N)c(C(=O)COC(=O)c2cccnc2Cl)c(=O)n(C)c1=O	5	-1	15	-6	98	-2	0	-1.9	-7	-1
CCCCCCCCN1C(=O)[C@H](CC(=O)N2CCN(C(=O)c3ccco3)CC2)C[C@@]2(C(=O)OC)CCCCC=C12	/	-1	/	/	95	/	1	/	-4	7
CNC(=S)N=Nc1c(O)[nH]c2ccc(C(C)C)cc12	14	-5	-27	9	97	4	-2	1.9	-5	3
N#Cc1c(-c2ccco2)nc(SCC(=O)Nc2cccc(Cl)c2)[nH]c1=O	1	-4	28	2	98	7	1	0.1	-8	1
O=C(COc1ccc(Cl)cc1Cl)NCCSc1ccc(Cl)cc1	5	1	8	-12	104	2	4	1.4	/	-9
Cc1ccc(C)c(NC(=O)COC(=O)c2cc3ccccc3oc2=O)c1	1	2	3	10	97	-5	1	-1.9	-5	11
O=C(CCCCCN1C(=O)c2cccc3cccc(c23)C1=O)NC1CCS(=O)(=O)C1 (centres undefined)	1	2	3	7	94	-7	2	-1.0	1	-1
O=S(=O)(NCC1CCCO1)c1ccc(Cl)cc1 (centres undefined)	-2	4	-3	6	99	-3	2	-0.7	-20	10
N#Cc1nc(-c2ccco2)oc1N1CCC(Cc2ccccc2)CC1	0	0	-2	-8	99	7	-1	-1.2	-4	1
CCOc1ccc(C(=O)OC(C)CN2CCN(C)CC2)cc1 (centres undefined)	1	-9	12	0	105	1	2	0.0	-4	8
COc1ccc(OC)c(C2=CC(=O)C[C@H](c3ccc(F)cc3)C2)c1	-3	-2	2	-14	96	-7	-1	-0.8	-4	-6
C/C=C/C(=O)Nc1cccc(C2=NOC3(C2)C[C@@H](C(N)=O)N(C(=O)C(c2ccccc2)c2ccccc2)C3)c1 (some centres undefined)	3	0	6	12	94	-4	-2	0.6	-10	5
CC1=CC(C)C(=O)N(C)C(C)=C1 (centres undefined)	0	-1	6	2	100	-7	-3	-1.6	-10	-8
COC(=O)c1sc2ccccc2c1N	4	0	7	5	97	2	-2	-1.0	-7	-1
COc1ccc(Cl)cc1Nc1nnc(-c2ccncc2)s1	-1	-6	-3	0	87	-10	0	0.0	-5	-3
CC(=O)Nc1ccc(OCC(O)CN2CCN(c3cc(Cl)ccc3C)CC2)cc1 (centres undefined)	0	-5	-2	0	95	-1	24	0.9	-5	7
O=C(O)c1ccc(CNCc2ccc(Cl)cc2)cc1	1	0	8	1	98	21	0	-1.4	-3	-5
Cc1cc(Cl)ccc1OCC(=O)N/N=C/c1ccc(OC2OC(CO)C(O)C(O)C2O)cc1 (centres undefined)	0	1	-8	-9	96	0	3	0.0	-2	3
CCOC(=O)c1c(C)n(C)c2ccc(OC)c(NC(=O)CN3CCSCC3)c12	2	-1	-2	22	97	-3	-1	-1.1	-4	1

Copied from the list:
COc1ccc(Cl)cc1Nc1nnc(-c2ccncc2)s1 – ABHD5-PLIN5 inh = -3
COC(=O)c1sc2ccccc2c1N – HTR2A ag = 0
C/C=C/C(=O)Nc1cccc(C2=NOC3(C2)C[C@@H](C(N)=O)N(C(=O)C(c2ccccc2)c2ccccc2)C3)c1 (some centres undefined) – HTR2A ag = 0

Continued:
SMILES	Glyco luc inh	HTR2A ag	MC4R antagonist	Cardio protect	ABCB6 inh MLPCN	PDI inh	Exocytosis inh	MC4R ag barr	CaV13 ICDI inh	ABHD5-PLIN5 inh
Cc1cccc(OCc2nc(-c3cccnc3)no2)c1	0	2	-3	4	88	-2	1	-0.8	-5	6
O=S(=O)(NNc1ccc(Cl)nn1)c1ccc(F)cc1	2	6	2	-2	100	2	-2	-1.8	-4	0
CC(=O)c1cc2c(cc1NS(=O)(=O)c1cccc(C(=O)O)c1)OCO2	0	-1	5	17	95	-1	8	0.5	-2	0
O=C(CN1C(=O)CSc2ccccc21)N/N=C/c1ccco1	2	7	5	-2	94	1	9	-1.3	-4	4
Cc1cc(NC(=O)CSc2cc(C)c3ccccc3n2)no1	-1	5	1	-4	99	2	0	-1.2	-6	-1
Cc1cc(C)c(C#N)c(SCc2nnc(-c3ccccc3)o2)n1	-18	2	1	-9	91	1	3	-0.7	/	3
Nc1nc(COc2ccc3ccccc3c2)cs1	-1	-4	-5	-10	99	3	0	0.6	/	0
Cc1ccc(NC(=O)CNc2cccc(S(=O)(=O)N3CCCC3)c2)cc1F	-3	1	4	-10	101	-15	7	0.2	-15	-5
CCCc1cc(C(=O)NC2CCCCC2)no1	-1	2	-2	-5	85	/	18	0.3	-6	-1
CCc1c(O)nc(SCc2ccccc2)n(C(C)CC)c1=O (centres undefined)	2	-4	2	-2	84	-3	0	-0.5	-8	-2
Cc1ccccc1N=Cc1cc2c(cc1O)OC(N)=C(C#N)C2c1ccccc1 (centres undefined)	2	1	1	5	105	-1	-6	0.4	-16	15
CCOC(=O)c1c(C)nc2sc3c(c2c1-c1ccc(OC)cc1)NC(c1ccc(OC)cc1)NC3=O (centres undefined)	-2	-2	-2	40	98	6	17	-2.6	-10	-7
Cc1ccc(/C(N)=N/OC(=O)c2ccco2)cc1	-17	4	0	-6	100	-5	-1	-1.8	-4	-1
N#C/C(=C\c1ccc(N2CCOCC2)o1)c1ccccc1	-2	1	5	-5	105	-1	63*	2.1	-9	76*
O=C(COC(=O)c1nn(-c2ccccc2C(F)(F)F)cc1O)c1ccc(OC(F)F)cc1	1	-1	0	-5	102	7	2	11*	-6	-1
N#Cc1ccc(C23CC4(C2)[C@H](CN(Cc2cccnc2)[C@@H]4c2ccccc2)C3c2ccccc2)cc1 (some centres undefined)	-6	-8	4	-12	96	-4	12	-1.4	-10	-2
O=C(COC(=O)[C@@H]1CCCN1C(=O)c1cccs1)Nc1cccc([N+](=O)[O-])c1	0	3	-2	2	98	-7	16	-1.0	-6	3
COC(=O)CC(NC(=O)c1cccs1)c1ccc(OC)c(OC)c1 (centres undefined)	1	0	12	-2	97	1	-4	-2.4	-13	-3
CCn1cc(C(=O)Nc2ncccc2O)c(=O)c2cc(F)c(N3CCN(C(=O)c4ccco4)CC3)cc21	0	-2	19	30	100	-3	14	0.2	-7	2
O=C(c1cccc2nc3ccccc3nc12)N1CCOCC1	8	1	-18	-8	96	6	-4	-0.9	-5	-2
Cc1ccc(OS(=O)(=O)c2ccc(N3C(=O)CCC3=O)cc2)cc1	1	-7	3	-1	167	-3	-8	0.7	-3	1
COc1ccc(Cl)cc1NC(=O)CN1CCCC1	0	-2	6	1	88	-2	1	-1.3	6	4

A different layout for seven compounds above:
SMILES | Glyco luc inh | HTR2A ag | MC4R antagonist | Cardio protect | ABCB6 inh MLPCN | PDI inh | Exocytosis inh | MC4R ag barr | CaV13 ICDI inh | ABHD5-PLIN5 inh
O=C(c1cccc2nc3ccccc3nc12)N1CCOCC1 | 8 | 1 | -18 | -8 | 96 | 6 | -4 | -0.9 | -5 | -2
COc1ccc(Cl)cc1NC(=O)CN1CCCC1 | 0 | -2 | 6 | 1 | 88 | -2 | 1 | -1.3 | 6 | 4
O=C(COC(=O)[C@@H]1CCCN1C(=O)c1cccs1)Nc1cccc([N+](=O)[O-])c1 | 0 | 3 | -2 | 2 | 98 | -7 | 16 | -1.0 | -6 | 3
N#Cc1ccc(C23CC4(C2)[C@H](CN(Cc2cccnc2)[C@@H]4c2ccccc2)C3c2ccccc2)cc1 (some centres undefined) | -6 | -8 | 4 | -12 | 96 | -4 | 12 | -1.4 | -10 | -2
Cc1ccc(OS(=O)(=O)c2ccc(N3C(=O)CCC3=O)cc2)cc1 | 1 | -7 | 3 | -1 | 167 | -3 | -8 | 0.7 | -3 | 1
CCOC(=O)c1c(C)nc2sc3c(c2c1-c1ccc(OC)cc1)NC(c1ccc(OC)cc1)NC3=O (centres undefined) | -2 | -2 | -2 | 40 | 98 | 6 | 17 | -2.6 | -10 | -7
O=C(COC(=O)c1nn(-c2ccccc2C(F)(F)F)cc1O)c1ccc(OC(F)F)cc1 | 1 | -1 | 0 | -5 | 102 | 7 | 2 | 11* | -6 | -1
